SENP1 inh – inhibitors of human SENP1 SUMO protease catalytic domain. hit rate 0.21% among 360,000. Q9P0U3. inhibition, % at 10 µM. recombinant SENP1 catalytic domain, CyPet-SUMO1-YPet FRET cleavage;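 active = inhibition at least 30% at 10 µM, raw YFP signal under a set limit, fluorescence ratio 0.5 to 1.5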;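 also: 0% = enzyme with DMSO and 100% = no enzyme wells; some results filed as inactive read as strong as hits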
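material = recombinant human SENP1 catalytic domain, His6-tagged | quantity = 20 pM enzyme | reagent = 25 nM SUMO1 FRET substrate | compound dosing = 10 µM single point, 0.5% DMSO | timing = 50 min enzyme reaction, room temperature, light-protected | detection = FRET, CFP and YFP emission | control set = no-enzyme low, enzyme-DMSO high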
SENP8 inh – blocks human SENP8 cleavage of Nedd8 substrate; recombinant SENP8, Nedd8 substrate fluorescence; inhibition, % at 20 µM; AID 602440; hit rate 0.64% among 360,000; in the data active = inhibition mostly above about 40%, no sharp cut-off; inactive = mostly below about 27%
Target sequence (Q96LD8 whole entry, looked up): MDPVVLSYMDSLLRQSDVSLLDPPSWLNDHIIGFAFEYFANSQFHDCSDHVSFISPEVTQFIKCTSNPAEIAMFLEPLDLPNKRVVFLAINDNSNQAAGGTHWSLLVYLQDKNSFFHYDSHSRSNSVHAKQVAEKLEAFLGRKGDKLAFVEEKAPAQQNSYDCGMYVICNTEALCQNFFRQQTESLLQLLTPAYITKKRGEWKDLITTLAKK
PfGluPho inh – PfG6PD (Plasmodium falciparum) enzyme inhibition | hit rate 0.78% among 350,000 | AID 504690 | PfGluPho enzyme, NADPH resazurin-diaphorase fluorescence | inhibition, % at 20 µM;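 active = inhibition reaching at least a set limit at 20 µM in the primary screen, cut at about 59% in these data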;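 also: 0% = DMSO wells with substrate and 100% = DMSO wells lacking glucose-6-phosphate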
* marks the source's active call; other numbers are inactive results. A portion of the library; the hit share may differ from the screen's.

#1 C[C@@H]1CN([C@@H](C)CO)C(=O)CCCn2cc(nn2)CO[C@H]1CN(C)C(=O)Oc1cccc2ccccc12
- SENP1 inh = 0
- SENP8 inh = 4
- PfGluPho inh = 2
#2 CC(=O)NCC1=C(c2ccc3ccccc3c2)C[C@@H]2CC[C@H]1N2Cc1ccco1
- SENP1 inh = 2
- SENP8 inh = 16
- PfGluPho inh = 1
#3 c1ccc(N2[C@@H]3CC[C@H]2c2ccccc2C3)cc1
- SENP1 inh = 3
- SENP8 inh = 0
- PfGluPho inh = 0
#4 COC(=O)N1Cc2ccccc2-n2nncc2C1
- SENP1 inh = 1
- SENP8 inh = 4
- PfGluPho inh = -17
#5 COc1ccc(CCNCc2cc(OC)cc(OC)c2)cc1
- SENP1 inh = -1
- SENP8 inh = 1
- PfGluPho inh = -6
#6 COc1ccc(OC(=O)N(C)C[C@H]2OCc3cnnn3CCCC(=O)N([C@H](C)CO)C[C@@H]2C)cc1
- SENP1 inh = 3
- SENP8 inh = 16
- PfGluPho inh = -1
#7 C[C@@H]1CN([C@H](C)CO)C(=O)CCCn2nncc2CO[C@@H]1CN(C)C(=O)Oc1cccc2ccccc12
- SENP1 inh = -2
- SENP8 inh = 2
- PfGluPho inh = -7
#8 C[C@]12CC[C@@H](O)C[C@@H]1CC[C@@H]1[C@@H]2CC[C@]2(C)C(=O)[C@H](O)C[C@@H]12
- SENP1 inh = 1
- SENP8 inh = 24
- PfGluPho inh = 5
#9 COC(=O)C1=C(c2cccc(OCc3ccccc3)c2)C[C@@H]2CC[C@H]1N2C
- SENP1 inh = -1
- SENP8 inh = 9
- PfGluPho inh = 8
#10 COc1ccc(C2C=C(C)Oc3c2c(=O)oc2ccccc32)cc1OC (stereo not given)
- SENP1 inh = 1
- SENP8 inh = 2
- PfGluPho inh = 3
#11 CC1(C)CC(=O)CC(C)(C)N1O
- SENP1 inh = 2
- SENP8 inh = 21
- PfGluPho inh = 9
#12 CC(C)COC(=O)N1Cc2ccccc2-n2nncc2C1
- SENP1 inh = 2
- SENP8 inh = 16
- PfGluPho inh = -8
#13 c1ccc(C2(NC3=NCCO3)CCCCC2)cc1
- SENP1 inh = -1
- SENP8 inh = 17
- PfGluPho inh = -19
#14 CN1CCCC2c3ccccc3CCC21 (stereo not given)
- SENP1 inh = -12
- SENP8 inh = -20
- PfGluPho inh = 8

Compounds listed so far with an aryl methoxy group (3):
#5 COc1ccc(CCNCc2cc(OC)cc(OC)c2)cc1
- SENP1 inh = -1
- SENP8 inh = 1
- PfGluPho inh = -6
#6 COc1ccc(OC(=O)N(C)C[C@H]2OCc3cnnn3CCCC(=O)N([C@H](C)CO)C[C@@H]2C)cc1
- SENP1 inh = 3
- SENP8 inh = 16
- PfGluPho inh = -1
#10 COc1ccc(C2C=C(C)Oc3c2c(=O)oc2ccccc32)cc1OC (stereo not given)
- SENP1 inh = 1
- SENP8 inh = 2
- PfGluPho inh = 3

A second format for some results above.
Under each structure: SENP1 inh	SENP8 inh	PfGluPho inh
10) COc1ccc(C2C=C(C)Oc3c2c(=O)oc2ccccc32)cc1OC (stereo not given)
    1	2	3
11) CC1(C)CC(=O)CC(C)(C)N1O
    2	21	9
